Myeloid diff MLP: compounds promoting myeloid differentiation; ER-HoxA9 myeloid progenitors, lysozyme-GFP differentiation, flow cytometry; 1% of 360,000 active; calls only at 10 µM; AID 624256;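 active means normalized GFP-positive differentiation at or above the plate's own cutoff, the solvent-only control mean plus 3 SD; inconclusive means no clear call, values can overlap the other calls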;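 further: cells exposed to compound for four days before flow analysis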
T cell HTS: modulates CD8 T cell binding to vesicles; 2C CD8+ T cell-vesicle binding, flow cytometry; active compounds read low; calls only at 7 µM; 0.068% of 330,000 active; AID 2052;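 active means response, share of CD8 T cells binding vesicles, and their 90th percentile fluorescence all below set limits, cut at about 80% in these data, passing the limit was not always enough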
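Test system: purified 2C TCR transgenic mouse naive CD8+ T cells. Probe or stimulus: QL9-peptide-loaded Drosophila micro-vesicles bearing Ld, ICAM-1 and B7-1. Incubation: binding step 1.5 h, 37 °C, antibody labelling 20 min, ice. Measured by: flow cytometry of vesicle-bound cells.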
T cell HTS vesicle-bound %: second read-out of T cell HTS, no call of its own (marks repeat the call); double positive events, %; measured here: CD8+ vesicle-bound cell fraction;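 binding gate set so that unloaded-vesicle control wells show 10% double positive cells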
Myeloid diff MLP GFP+ MAC1+ %: second read-out of Myeloid diff MLP, no call of its own (marks repeat the call); GFP+ MAC1+ double positive, %; measured here: differentiation confirmed by MAC1 staining
The depositor's hits bear a star; i = inactive; ? = inconclusive; / = not tested or not shown; & = joins results of further samples. Not all compounds are listed; rates above refer to the full screens.

SMILES	Myeloid diff MLP	Myeloid diff MLP GFP+ MAC1+ %	T cell HTS	T cell HTS vesicle-bound %
C=CC[C@H](CC(=O)N[C@H](CO)Cc1ccccc1)C(=O)N[C@H](COC(=O)[C@@H](CC=C)CC(=O)OC(C)(C)C)Cc1c[nH]c2ccccc12	i	1.6	i	9
NC(=O)c1cc([N+](=O)[O-])ccc1NCc1ccc(F)cc1	i	2.8	i	45
O=C(NCCSc1ncc(-c2ccccc2)[nH]1)c1ccco1	i	0.5	i	48
COc1ccccc1N1CN(S(=O)(=O)c2ccc(C)cc2)c2nc3ccccc3nc21	i	0.4	i	15
CC(=O)NCCSc1ccc(S(=O)(=O)N2CCCC2)cn1	i	0.9	i	27
CSCCC(NC(=O)c1ccccc1Br)C(=O)NCC(C)(C)N1CCOCC1 (centres undefined)	i	1.4	i	45
COc1ccc(S(=O)(=O)N(C)C[C@H]2Oc3c(NC(=O)c4ccncc4)cccc3C(=O)N([C@H](C)CO)C[C@@H]2C)cc1	i	0.2	i	8
Clc1ccc(CN2CC[C@H]3C=CCc4cccc(c43)C2)cc1	i	0.8	i	32
COc1cc(/C=N/NC(=O)c2cc(-c3cccc(Br)c3)nc3ccccc23)cc(OC)c1O	i	0.6	i	3
CCN(C(=O)COC(=O)c1sccc1C)c1c(N)n(Cc2ccccc2)c(=O)[nH]c1=O	i	1.4	i	46
CC(=O)c1cccc(Oc2ncccn2)c1	i	0.3	i	38
COC(=O)c1ccsc1NC(=O)CCS(=O)(=O)c1ccc(Cl)cc1	i	0.7	i	57
COc1ccc(/C=C/C(=O)OCC(=O)NC2CCCC2)cc1	i	0.9	i	38
CN(C(=O)Cn1cnc2sccc2c1=O)C1CCCCC1	i	0.6	i	28
Cc1ccc(S(=O)(=O)N(C)C)cc1NC(=O)C(C)N(C)CCOc1ccc(Cl)cc1 (centres undefined)	i	0.6	i	30
COc1ccc(N2CCN(C(=O)CN3C(=O)NC(C)(c4ccc5ccccc5c4)C3=O)CC2)cc1 (centres undefined)	i	0.6	i	31
COCCCn1c(SC(C)C(=O)NC2CC2)nc2ccccc2c1=O (centres undefined)	i	1.5	i	40
COc1ccc(S(=O)(=O)N2CCCCCC2)cc1C(=O)N(C)Cc1ccco1	i	1.4	i	13
CC(NC(=O)COC(=O)CNS(=O)(=O)/C=C/c1ccccc1)c1ccccc1 (centres undefined)	i	0.5	i	28
C[C@@H]1NC(=O)OC1c1ccco1 (some centres undefined)	i	1.8	i	21
COc1ccc2nc(N3CCN(C(=O)C4COc5ccccc5O4)CC3)sc2c1 (centres undefined)	i	0.6	i	34
Cc1ccc(S(=O)(=O)N2CCN(Cc3ccccc3)CC2)s1	i	0.3	i	51
CCC1(c2ccc(F)cc2)NC(=O)N(CC(=O)N(C)C2CCS(=O)(=O)C2)C1=O (centres undefined)	i	0.4	i	55
COc1ccc(NC(=O)Nc2ccc3c(c2)C(=O)N([C@H](C)CO)C[C@H](C)[C@@H](CN(C)S(=O)(=O)c2ccc(OC)cc2)O3)cc1	i	0.7	i	24
COc1cc(F)c(C2=CC(=O)C[C@H](c3ccc(F)cc3)C2)cc1F	i	1.3	i	36
CSc1ncccc1C(=O)OCC(=O)Nc1cccc(S(=O)(=O)N2CCOCC2)c1	i	1.1	i	51
COC(=O)c1ccc(NS(=O)(=O)c2cc3c4c(c2)C(C)C(=O)N4CCC3)cc1 (centres undefined)	i	1.1	i	26
Cc1ccc(S(=O)(=O)N2CCC(C(=O)OCC(=O)NCc3ccco3)CC2)cc1C	i	1.4	i	30
COC(=O)C1(C)NCCc2c1[nH]c1ccccc21 (centres undefined)	i	3.4	i	31
O=C(NCC1CCCO1)c1cn(Cc2ccccc2)nc1-c1ccc(Cl)cc1 (centres undefined)	i	0.5	i	29
COc1cccc(NC(=O)COC(=O)c2ccccc2SCC(=O)N2CCCC2)c1	i	1.0	i	55
Oc1ccc(C[C@H]2CNCCN2CC2(c3ccccc3)CC2)cc1	i	4.2	i	40
CCCCOc1ccc(-c2n[nH]c(=S)n2Cc2ccccc2)cc1	i	0.4	i	31
Cc1c(Cl)cnc(NC(=O)COC(=O)C2CCCC2)c1Cl	i	0.4	i	48
COc1ccccc1COc1ccc2c(C)c(CCC(=O)O)c(=O)oc2c1C	i	0.3	i	27
COc1cc(C2c3c(c(C)c(C)oc3=O)Oc3c(C)c(C)oc(=O)c32)ccc1OS(=O)(=O)c1ccc(C)cc1	?	/	i	54
OC1C(O)C(O)C(O)C(O)C1O (centres undefined)	i	1.0&2.2&1.8	i	24&18&25
O=C(CN(Cc1ccco1)C(=O)c1ccccc1F)Nc1ccccc1C(F)(F)F	i	1.7	i	40
CN1CCCN(C(=O)CNC(=O)c2ccccc2F)CC1	i	0.7	i	8
Cc1ccc(C(=O)OCC(=O)NC(C)C2CC3CCC2C3)cc1N (centres undefined)	i	1.6	i	40
C=CC[C@@H](CC(=O)N(CCO)Cc1ccccc1)C(=O)N[C@@H](C)COC(=O)[C@@H](CC=C)Cc1ccc(F)cc1	i	2.7	i	20
COc1ccc(CCN2Cc3c(cccc3[N+](=O)[O-])C2=O)cc1OC	i	0.4	i	63
COc1ccccc1NC(=O)[C@@H]1CCCN1S(=O)(=O)c1ccc(Cl)cc1	i	0.5	i	32
O=C(COc1cc2oc(=O)c3c(c2cc1Cl)CCCC3)N1C[C@H]2C[C@@H](C1)c1cccc(=O)n1C2	i	3.1	i	35
Cc1nnc(NC(=O)C2CCN(S(=O)(=O)c3ccc(F)c(F)c3)CC2)o1	i	1.0	i	32
COc1ccc(S(N)(=O)=O)cc1C(=O)NNC(=O)C1COc2ccccc2O1 (centres undefined)	i	0.2	i	39
CNC(=O)C1CC(=O)N(c2ccc(OCC(=O)Nc3ccc(OC)cc3)cc2)C1 (centres undefined)	i	0.3	i	29
Nn1c(Cc2ccccc2)nc2ccccc2c1=O	i	0.3	i	56
COCCCN(C(=O)Cc1coc2cc(C)c(C)cc12)c1c(N)n(Cc2ccccc2)c(=O)[nH]c1=O	i	0.2	i	55
Cc1csc(NC(=O)CSc2nc3nc(C)cc(C)n3n2)n1	i	0.7	i	18
The listing continues.
SMILES	Myeloid diff MLP	Myeloid diff MLP GFP+ MAC1+ %	T cell HTS	T cell HTS vesicle-bound %
C[C@@]12C(=O)N(Cc3ccccc3)CC(=O)N1[C@H]1c3cc(Cl)ccc3OC[C@@H]1[C@@H]2c1ccccc1	i	2.1	i	49
CSCCC(NC(=O)c1ccco1)C(=O)NCC1CCCCC1 (centres undefined)	i	0.9	i	41
Cc1ccc(NC(=O)c2ccc(S(=O)(=O)N3CCCCCC3)cc2)nc1	i	0.8	i	15
O=C(Nc1nc(-c2ccc(Cl)cc2)cs1)C1=COCCO1	i	3.4	i	11
CCOC(=O)c1c(C)[nH]c(C)c1C(=O)COC(=O)c1cccnc1SC	i	0.7	i	34
COc1ccc(S(=O)(=O)N2CCOCC2)cc1NC(=O)CN1C(=O)NC2(CCCC2)C1=O	i	0.9	i	46
CC(NC(=O)c1cccs1)c1ccc(Br)cc1 (centres undefined)	i	0.3	i	21
O=C(C[C@@H]1C/C=C\CC[C@H](Cc2ccc(F)cc2)C(=O)OC[C@@H]2CCCN2C1=O)N[C@H](CO)Cc1ccccc1	i	0.4	i	12
O=C(COC(=O)CCSc1ccc(F)cc1)NCc1ccc(F)cc1	i	0.7	i	14
CCc1cc2c(NC(Cc3ccccc3)C(=O)O)ncnc2s1 (centres undefined)	i	0.5	i	50

Laid out differently: entries from further up
Every second line gives: Myeloid diff MLP	Myeloid diff MLP GFP+ MAC1+ %	T cell HTS	T cell HTS vesicle-bound %
Cc1csc(NC(=O)CSc2nc3nc(C)cc(C)n3n2)n1
    i	0.7	i	18
C[C@@]12C(=O)N(Cc3ccccc3)CC(=O)N1[C@H]1c3cc(Cl)ccc3OC[C@@H]1[C@@H]2c1ccccc1
    i	2.1	i	49
CSCCC(NC(=O)c1ccco1)C(=O)NCC1CCCCC1 (centres undefined)
    i	0.9	i	41

Further compounds.
SMILES	Myeloid diff MLP	Myeloid diff MLP GFP+ MAC1+ %	T cell HTS	T cell HTS vesicle-bound %
CC(C)NC(=O)Nc1cccc2c1O[C@H](CN(C)S(=O)(=O)c1ccccc1)[C@@H](C)CN([C@H](C)CO)C2=O	i	2.8	i	8
CN1CCN(c2ccc(S(=O)(=O)N3CCCCC3)cc2NC(=O)/C=C/c2ccc(Cl)c([N+](=O)[O-])c2)CC1	i	1.1	i	13
Cc1cnc(C(=O)OCC(=O)c2ccc(F)c(F)c2)cn1	i	0.5	i	41
COc1ccc(NC(=O)CN(C)C(=O)c2cn(-c3ccccc3)nc2-c2cccs2)cc1	i	1.7	i	49
Cc1ccc(C(=O)Nc2cccc(-c3ccc(N4CCOCC4)nn3)c2)cc1[N+](=O)[O-]	i	0.2	i	49
CCOc1ccc(NC(=O)[C@@H]2CCC(=O)N2C2OC(=O)c3ccccc32)cc1 (some centres undefined)	i	1.6	i	10
CN(c1ccc(C(=O)COC(=O)C2CC2)cc1)S(C)(=O)=O	i	1.5	i	35
CN1CCN(S(=O)(=O)c2ccc(N(C)Cc3ccc(C(F)(F)F)cc3)c([N+](=O)[O-])c2)CC1	i	0.2	i	39
O=S(=O)(c1c(Cl)cc(Br)cc1Cl)N1CCN(C(=S)NC2CC2)CC1	i	1.6	i	20
Cc1ccc(CNC(=O)c2ccc(N3CCC4(CC3)CC(c3cccc(Br)c3)=NO4)c([N+](=O)[O-])c2)cc1	i	2.3	i	20

Results in Myeloid diff MLP and T cell HTS (five entries from above):
smiles | Myeloid diff MLP | T cell HTS
CN1CCN(c2ccc(S(=O)(=O)N3CCCCC3)cc2NC(=O)/C=C/c2ccc(Cl)c([N+](=O)[O-])c2)CC1 | i | i
Cc1cnc(C(=O)OCC(=O)c2ccc(F)c(F)c2)cn1 | i | i
COc1ccc(NC(=O)CN(C)C(=O)c2cn(-c3ccccc3)nc2-c2cccs2)cc1 | i | i
Cc1ccc(C(=O)Nc2cccc(-c3ccc(N4CCOCC4)nn3)c2)cc1[N+](=O)[O-] | i | i
CCOc1ccc(NC(=O)[C@@H]2CCC(=O)N2C2OC(=O)c3ccccc32)cc1 (some centres undefined) | i | i

Other results
SMILES	Myeloid diff MLP	Myeloid diff MLP GFP+ MAC1+ %	T cell HTS	T cell HTS vesicle-bound %
CCC1Nc2ncnc(N3CCN(c4ccccc4)CC3)c2N(Cc2ccccc2)C1=O (centres undefined)	i	1.1&0.2	i	19
CN(CC(=O)Nc1cccc(F)c1)C(=O)c1sc2ccccc2c1Cl	i	0.5	i	23
O=C(NCC1CC1)c1cc(-c2ccccc2)nn1CC1CC(c2cccnc2)=NO1 (centres undefined)	i	1.1	i	30
O=C(NCCCN1CCOCC1)C1Nc2ccc(OC(F)(F)F)cc2C2C=CCC12 (centres undefined)	i	0.8	i	29
Cc1ccc(C2(C)NC(=O)N(CC(=O)NNC(=O)c3ccccc3)C2=O)cc1 (centres undefined)	i	0.8	i	18
COc1cc2c(cc1OC)CN(CC(=O)Nc1ccccc1C(=O)NC1CC1)CC2	i	0.6	i	51
Nc1cc(N)nc(SCC(=O)NCCC2=CCCCC2)n1	i	1.0	i	32
COc1ccc(OC)c(-c2nnc3n2N=C(c2ccc(OC(F)F)c(OCC4CC4)c2)CS3)c1	i	1.0	i	3
NS(=O)(=O)c1cccc(NC(=O)CN2C(=O)C(=O)N(Cc3ccccc3)C2=O)c1	i	0.9	i	25
CC(C)(C)OC(=O)C[C@@H]1C/C=C\C[C@H](CC(=O)NCCO)C(=O)NC[C@H](c2ccccc2)OC1=O	i	2.7	i	15

Reprinted from the part before: three compounds, followed by the next part.
SMILES	Myeloid diff MLP	Myeloid diff MLP GFP+ MAC1+ %	T cell HTS	T cell HTS vesicle-bound %
COc1ccc(OC)c(-c2nnc3n2N=C(c2ccc(OC(F)F)c(OCC4CC4)c2)CS3)c1	i	1.0	i	3
NS(=O)(=O)c1cccc(NC(=O)CN2C(=O)C(=O)N(Cc3ccccc3)C2=O)c1	i	0.9	i	25
CC(C)(C)OC(=O)C[C@@H]1C/C=C\C[C@H](CC(=O)NCCO)C(=O)NC[C@H](c2ccccc2)OC1=O	i	2.7	i	15
CCC1(c2ccccc2)NC(=O)N(CC(=O)N(CC(=O)Nc2ccccc2C(F)(F)F)Cc2ccco2)C1=O (centres undefined)	i	1.0	i	9
COCCn1c(C)cc(C(=O)CN2c3cccc4cccc(c34)S2(=O)=O)c1C	i	0.2	i	51
Oc1cc(O)c2c(c1)OC(c1ccc(O)c(O)c1)C(O)C2 (centres undefined)	i	2.0	i	21
COc1cc(S(=O)(=O)NC2CC(C)(C)NC(C)(C)C2)c(OC)cc1Cl	i	0.5	i	30
CC(OC(=O)CN1C(=O)NC2(CCCC2)C1=O)C(=O)c1ccccc1 (centres undefined)	i	0.6	i	49
Cc1ccc(NC(=O)c2ccc(Cl)c(S(=O)(=O)N3CCCCC3)c2)nc1	i	0.2	i	36
O=C(NN=C1c2ccccc2-c2ccccc21)c1ccccc1	i	0.3	i	39
CCc1cccc2c(C(=O)CN3C(=O)C(=O)N(C4CCCC4)C3=O)c[nH]c12	i	0.3	i	48
O=C1c2ccc(-c3ccc(F)cc3OCc3ccccc3)cc2S(=O)(=O)c2cccc(C(=O)N3CCN(c4ncc(Cl)cc4Cl)CC3)c21	i	3.2	i	24
COc1ccc(Cl)cc1C1=CC(=O)C[C@H](c2ccc(F)cc2)C1	i	0.4	i	33
CC(Oc1ccc(F)cc1)C(=O)Nc1cc(Cl)ccc1-n1cncn1 (centres undefined)	i	1.2	i	54

From PubChem
